dFosB activator: mouse delta FosB homodimer activation; P13346; purified delta FosB, TAMRA-CDK5 oligo fluorescence polarization; percent of positive-control signal above neutral wells; activation, % at 25 µM; 340,000 compounds, 0.99% hits;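 active = mean activation above about 17%, with every replicate also reaching it, limit read from the data, passing the limit was not always enough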;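 note: fluorescence polarization rise as delta FosB binds a TAMRA Cdk5 AP-1 oligo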
Rtt109 Vps75: blocks Candida albicans Rtt109/Vps75 acetyltransferase activity. purified Rtt109/Vps75, ThioGlo CoA-SH fluorescence, 4 h. inhibition, % at 34.9 µM. 330,000 compounds, 0.16% hits;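 active = inhibition of at least 50% in every replicate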
CDK5 p35 inh: blocks human CDK5/p35 kinase activity; Q00535+Q15078; Recombinant CDK5/p35, ADP-Glo luminescence, 60 min; AID 488839; 330,000 compounds, 0.01% hits; inhibition, % at 10 µM;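 active = highest replicate inhibition of at least 50% and at least 75% of replicates reaching 50%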;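 note: plate controls were DMSO neutral control for no effect and GW8510 at 10 µM for full effect; many of its hits are not listed in these tables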
C-LANA FP: KSHV C-LANA DNA binding inhibition; inhibition, % at 9 µM; 340,000 compounds, 0.078% hits; MBP-C-LANA/FAM-LBS DNA binding, fluorescence polarization;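 active = highest replicate inhibition at or above 60% at 9 µM, even if other replicates fall short; inactive = all replicates below 60% inhibition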;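 note: 0% = neutral control wells and 100% = 4 µM acridine orange control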
Cardiac RTF inh: cardiac RTF calcium desensitization | IANBD-labeled cardiac RTF, Ca2+ fluorescence | AID 493244 | 340,000 compounds, 0.12% hits | inhibition, % at 7.15 µM | P19429+P45379;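 active = inhibition above the mean inhibition of all tested compounds plus 3 SD, cut at about 17% in these data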;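 note: assay run at fixed EC70 calcium of 1.6 mM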
PvdQ acylase: P. aeruginosa PvdQ acylase inhibition. inhibition, % at 10 µM. 340,000 compounds, 0.063% hits. purified PvdQ acylase, fluorescence plate reader; in the data active = inhibition above about 30%, passing the limit was not always enough;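 note: 0% = vehicle neutral wells and 100% = reference inhibitor wells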
Mot1-301 SUMO: inhibitors of SUMOylation pathway: yeast Mot1-301 growth rescue; S. cerevisiae Mot1-301 growth rescue, ATP luminescence, 38.5C; percent above DMSO median, 100 means doubled; growth rescue, % at 18.8 µM; 320,000 compounds, 1% hits;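 active = every valid replicate shows activation above 250% relative to neutral control wells; inactive = the rest, any valid replicate at or below 250%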;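 note: OY570 slx delta 5 strain wells were the positive control but not used for scaling; some compounds called inactive have numbers as strong as hits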
Keap1 Nrf2 FP: disrupts human Keap1 binding to Nrf2 peptide; Keap1 Kelch-Nrf2 peptide fluorescence polarization, 1536-well; Q14145; 340,000 compounds, 0.15% hits; inhibition, % at 9.4 µM; in the data active = inhibition above about 12%;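 note: human Keap1 Kelch domain with fluorescein labeled Nrf2 9mer peptide probe; 0% = neutral control wells and 100% = peptide positive control; higher means more block of Keap1 binding to Nrf2 peptide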
RTF Ca sens act: increases calcium sensitivity of human cardiac regulated thin filaments. IANBD-labeled TnC RTF fluorescence at EC20 calcium; 0% EC20 calcium, 100% full calcium. P19429+P45379. 340,000 compounds, 0.24% hits. activation, % at 7.2 µM. AID 493008;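 active = activation above the mean over all tested compounds plus 3 SD, cut at about 30% in these data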;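 note: rise in fluorescence read as greater calcium sensitivity of cardiac thin filaments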
PfHsp90 yeast 2: reduces growth (ATP signal) of yeast expressing P. falciparum Hsp90; S. cerevisiae expressing PfHsp90, BacTiter-Glo ATP, 48 h; yeast lacking PDR1 and PDR3 efflux regulators; inhibition, % at 9.4 µM; 310,000 compounds, 0.32% hits; AID 504621;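 active = every replicate shows inhibition above about 80%, whatever the replicate mean, limit read from the data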;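 note: 0% = DMSO neutral controls and 100% = 20 µM radicicol positive controls; yeast relying on Plasmodium falciparum Hsp90 in place of its own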
NSD2 HMT inh: NSD2 (human) methyltransferase inhibition. O96028. inhibition, % at 12.5 µM. NSD2 peptide methylation, AlphaScreen, 120 min. 310,000 compounds, 0.54% hits; in the data active = inhibition above about 50%
Target sequence (O96028 whole entry, looked up): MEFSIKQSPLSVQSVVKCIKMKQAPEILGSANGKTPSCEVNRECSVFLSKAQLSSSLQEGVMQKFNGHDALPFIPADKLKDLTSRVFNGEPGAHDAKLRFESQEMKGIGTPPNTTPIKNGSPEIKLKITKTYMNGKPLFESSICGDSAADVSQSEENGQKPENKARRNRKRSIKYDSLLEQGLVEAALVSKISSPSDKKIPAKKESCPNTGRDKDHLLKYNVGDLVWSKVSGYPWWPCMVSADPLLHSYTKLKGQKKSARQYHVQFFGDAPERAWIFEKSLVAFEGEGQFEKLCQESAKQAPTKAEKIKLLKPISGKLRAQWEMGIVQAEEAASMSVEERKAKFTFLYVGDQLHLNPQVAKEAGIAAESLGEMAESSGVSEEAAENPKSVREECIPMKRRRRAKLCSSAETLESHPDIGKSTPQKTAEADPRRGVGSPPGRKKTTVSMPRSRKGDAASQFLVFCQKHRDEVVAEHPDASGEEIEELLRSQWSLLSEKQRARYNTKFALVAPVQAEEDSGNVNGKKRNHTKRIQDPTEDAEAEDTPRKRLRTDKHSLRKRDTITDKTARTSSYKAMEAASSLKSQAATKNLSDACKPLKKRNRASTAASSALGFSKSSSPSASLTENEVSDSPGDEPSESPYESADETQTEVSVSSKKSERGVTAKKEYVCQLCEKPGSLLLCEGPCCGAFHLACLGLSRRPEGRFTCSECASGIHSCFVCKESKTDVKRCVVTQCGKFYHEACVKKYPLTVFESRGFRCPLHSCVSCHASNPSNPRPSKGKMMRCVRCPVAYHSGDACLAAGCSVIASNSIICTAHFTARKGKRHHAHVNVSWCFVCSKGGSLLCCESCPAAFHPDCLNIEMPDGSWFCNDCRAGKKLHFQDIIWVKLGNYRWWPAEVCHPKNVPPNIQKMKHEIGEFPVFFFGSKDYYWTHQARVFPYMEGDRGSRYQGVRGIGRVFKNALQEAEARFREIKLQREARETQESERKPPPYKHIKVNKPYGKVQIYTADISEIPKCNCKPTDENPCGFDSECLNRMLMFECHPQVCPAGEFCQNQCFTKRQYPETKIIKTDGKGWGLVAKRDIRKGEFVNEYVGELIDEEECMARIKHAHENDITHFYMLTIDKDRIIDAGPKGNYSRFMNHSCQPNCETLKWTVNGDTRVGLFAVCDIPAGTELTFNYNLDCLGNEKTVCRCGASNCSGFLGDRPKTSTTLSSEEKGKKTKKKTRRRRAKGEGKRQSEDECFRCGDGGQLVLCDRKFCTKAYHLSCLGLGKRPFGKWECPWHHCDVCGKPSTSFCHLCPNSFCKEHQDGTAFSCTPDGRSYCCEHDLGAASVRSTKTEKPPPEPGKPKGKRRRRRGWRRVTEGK
* = called active by the depositor; nt = not tested or not shown.

Results follow in this order: dFosB activator, Rtt109 Vps75, CDK5 p35 inh, C-LANA FP, Cardiac RTF inh, PvdQ acylase, Mot1-301 SUMO, Keap1 Nrf2 FP, RTF Ca sens act, PfHsp90 yeast 2, NSD2 HMT inh
CN(C)/C=C/C(=O)Oc1ccc(Cl)cc1Cl
  -6.4, -12.1, 0.1, -0.2, -2.9, -7.8, -8.8, 1.8, 13.4, 23.3, -1.4
Cc1ccc(S(=O)(=O)NC(=O)Nc2ccc(F)cc2)cc1
  1.4, -0.1, -1.5, 0.8, 4.6, 8.8, -16.7, -2.1, 0.3, 5.0, -0.4
CCCN(CCC)C(=O)CC(c1ccc(F)cc1)c1ccco1 (centres undefined)
  -11.0, 2.6, 1.0, 0.1, -5.0, -11.3, -1.9, -2.2, -4.7, -7.5, 0.2
CC(=O)OCCn1c(C)[n+](CCOC(C)=O)c2cc(Cl)c(Cl)cc21
  -3.7, nt, 1.1, 0.7, -8.7, -5.0, 1.0, -7.1, 6.2, -27.1, 0.3
O=C(CSc1nc2ccc(Cl)cc2[nH]1)c1cccs1
  -10.3, 0.2, 3.3, -0.4, -0.8, -4.0, -11.9, -0.6, -2.6, -23.3, nt
CCOC(=O)C1CCCN(C(=O)c2ccc([N+](=O)[O-])cc2)C1 (centres undefined)
  -10.3, -6.1, 0.5, 0.1, -11.4, -6.3, -16.7, 0.9, 4.3, 13.9, -3.1
CCCC(=O)Nc1ccccc1NC(=O)CN(C)S(=O)(=O)c1ccc(C)cc1
  1.1, 1.3, -1.3, 1.4, 4.7, 11.6, 6.5, -2.0, -5.5, -14.9, -1.7
Cc1ccn2cc(CCNS(=O)(=O)c3ccc([N+](=O)[O-])cc3)nc2c1
  -7.5, 2.5, -1.0, 0.8, -4.7, -15.4, -14.8, -2.2, -3.4, 1.1, -0.4
Cc1nn(-c2cccc(Cl)c2)c2c1C(c1ccncc1)C(C#N)=C(N)O2 (centres undefined)
  -3.9, -7.1, -1.7, 1.5, -11.4, -11.7, -15.1, -2.4, 4.1, nt, 0.0
CN(C)C(=O)CSc1n[nH]c(=O)n1CCc1ccccc1
  -4.7, -8.9, -0.1, -0.3, -3.3, -8.7, 340.4, -5.2, 3.3, 20.2, -0.2
CCOC(=O)NCc1cc(-c2nn(C)c(=O)c3ccccc23)ccc1C
  -9.2, 2.0, 1.3, 1.8, -3.4, -5.6, -16.1, -2.8, -2.0, 4.7, -3.9
Cc1ccccc1NC(=O)NCCc1ccc(Cl)cc1
  -3.8, nt, -1.0, 1.3, 10.1, 4.4, -2.7, 2.7, -4.6, -30.2, -1.7
CSCCC(NS(=O)(=O)c1ccccc1)C(=O)OC(C)C(=O)Nc1ccc(Cl)cn1 (centres undefined)
  -14.2, 0.0, -3.9, 3.5, -2.4, -9.3, -2.9, -3.4, 3.2, 25.2, 4.1
O=C(O)c1ccc(N2C(=O)c3cccc(Oc4ccc(Cl)cc4)c3C2=O)cc1
  -1.0, -4.3, 0.7, -1.1, -13.9, -6.8, 1.6, 0.3, -3.3, -14.9, -1.8
CCOC(=O)c1cccc(NC(=O)Cn2nc(C)n3cccc3c2=O)c1
  -1.6, -25.2, 3.7, -0.3, 2.5, -13.0, -12.0, 0.1, 6.1, -5.6, 2.2
CCOC(=O)[C@H]1[C@H]2COc3ccc(OC)cc3[C@@H]2N2C(=O)c3cc(OC)c(OC)cc3NC(=O)[C@@]12C
  -3.3, -0.5, -0.8, 0.7, -8.4, -8.4, 0.3, -2.8, 1.5, 2.6, nt
COc1ccc(OC)c(/C=N/NC(=O)c2cc3c(OC)c(OC)ccc3[nH]2)c1
  3.9, 1.5, 0.6, -0.9, -10.3, -6.6, 5.0, -2.5, -8.8, 1.1, 0.3
CS(=O)(=O)Nc1cccc(C(=O)OCCCOc2ccc(F)cc2)c1
  -16.2, 0.0, 0.6, 0.9, -4.1, -15.6, 21.3, 1.0, 6.9, 2.2, -2.9
Cc1ccc(C(=O)Nc2ccccc2-c2ccccc2)cc1[N+](=O)[O-]
  -0.8, 0.3, 0.0, -1.5, -2.3, 1.6, -4.0, -1.1, -4.2, 19.0, -12.1
O=c1c2ccccc2cnn1-c1ccc(Cl)nn1
  -3.2, 6.3, 1.6, -2.6, -5.1, 6.6, 49.3, -0.4, 1.3, 18.6, -1.9
Cc1ccc(C(=O)CCc2ccc(N)cc2)cc1
  0.5, 3.7, 1.3, 0.4, -0.9, -16.0, 318.1*, -5.6, 4.8, 3.8, -1.6
N#CCCN(CCC#N)C(=O)C1c2ccccc2Oc2ccccc21
  -34.0, 3.5, 2.2, 94.9*, -22.2, 18.9, 3.9, 63.5*, 11.6, -8.3, 0.6
O=c1[nH]cnc2c1c(-c1ccccc1)cn2-c1cccc(Cl)c1
  -9.8, -9.1, 1.3, -0.8, 0.6, -15.2, -18.7, -0.7, 0.2, -9.9, 1.3
Clc1ccc(Cl)c(Oc2ccc(Oc3nc(Cl)ccc3Cl)cc2)n1
  -0.3, -8.8, -1.4, 0.1, -2.0, 7.5, 8.1, -7.1, -2.1, 3.3, 0.7
CC(Cc1cccnc1)NC(=O)c1ccccc1OC1CCN(S(C)(=O)=O)CC1 (centres undefined)
  2.9, 7.5, -0.6, -0.8, -7.0, -18.5, -1.7, -8.6, 10.4, 0.4, -0.9
COc1nc(N(C)C)nc(N(OC)S(=O)(=O)c2ccccc2Cl)n1
  -2.5, -4.4, 0.1, -0.4, 6.3, -1.1, 126.9, 4.6, -1.1, nt, -1.3
COCCN(Cc1cccs1)S(=O)(=O)c1ccc(-c2ccc(=O)[nH]n2)s1
  -7.6, -13.6, -0.8, 1.2, -2.4, 5.0, -9.5, 0.7, -0.4, 9.2, -0.2
CC(Sc1ccccc1F)C(=O)Nc1cccc(S(=O)(=O)N2CCOCC2)c1 (centres undefined)
  -1.5, -3.9, 0.4, -1.1, -4.4, -7.7, -20.2, 1.0, -1.1, -7.7, -1.6
O=C(CN1C(=O)c2ccccc2S1(=O)=O)NCc1cccnc1
  -2.9, -1.5, -2.0, -0.7, -3.9, 2.5, 18.2, -2.1, -7.6, nt, -4.2
O=C(Nc1ccccc1N1CCN(C(=O)c2ccccc2)CC1)c1cc(Br)ccc1Cl
  -3.9, -15.4, -0.3, 7.5, 3.0, 15.1, 9.2, -1.7, 2.4, -10.7, 9.6
CC(C)[C@H](NC(=O)N1CC(=O)Nc2ccccc21)C(=O)N[C@H](Cc1ccccc1)C(=O)O
  -5.3, -5.0, -1.0, -0.5, -5.8, -1.2, 231.6, 1.7, 2.4, -14.4, nt
CC(C)C(c1nnnn1C1CCCC1)N1c2ccccc2CC1C (centres undefined)
  4.0, -7.2, 2.6, 1.4, -11.2, 5.5, -24.1, -2.1, 3.1, -9.0, 4.5
CCc1ccc(C(C)NC(=S)NC2CCCCC2)cc1 (centres undefined)
  -4.6, 4.0, -2.2, -2.1, 5.6, -8.2, -13.7, -2.8, 0.3, 28.7, -1.0
CCOC(=O)c1cc2c(=O)n3ccccc3nc2n(CC2CCCO2)c1=NC(C)=O (centres undefined)
  0.2, 5.6, 0.2, -0.4, -10.0, -108.6, nt, -4.5, -2.6, -5.4, nt
CC(OC(=O)c1ccc(S(=O)(=O)NCc2ccco2)cc1)C(=O)Nc1ccccc1 (centres undefined)
  -2.8, 0.5, 2.8, 1.4, -3.5, 10.2, -21.1, 0.5, -6.7, 23.3, nt
CN(Cc1cnccn1)Cc1cn(Cc2ccccc2)nc1-c1ccc2c(c1)OCO2
  -6.4, -4.6, 1.0, 0.0, -1.5, -8.7, 5.2, 1.0, 3.2, -7.6, -1.7
O=C(CCC1CCN(C(=O)c2ccccc2Cl)CC1)NCc1ccc(F)cc1
  2.4, 2.4, -2.1, -1.0, 3.9, -17.6, 66.3, -1.0, -4.3, -7.3, -4.3
OC1CCN(Cc2nc(Cc3ccccc3Cl)no2)CC1
  1.3, nt, 0.3, 0.3, -15.5, 1.6, 1.8, -4.0, -4.5, 1.5, -2.5
CNc1ncc(Cc2ccccc2)s1
  0.4, -0.4, -0.4, -1.3, -2.3, -3.1, -3.1, -4.8, -0.8, 2.1, -1.5
COc1cc(SC)ccc1C(=O)Nc1cccc(S(=O)(=O)NC2=NCCC2)c1
  -7.2, 3.6, -0.2, -0.2, -7.3, 15.9, -11.1, 1.4, -3.5, 17.4, -0.5
CC(NC(=O)C12CC3CC(CC(O)(C3)C1)C2)c1ccc(Cl)cc1Cl (centres undefined)
  -2.9, 2.3, -6.6, 0.5, 3.7, -11.7, -16.8, -6.5, 0.2, 5.9, -3.2
CC1=NOC(=O)/C1=C\c1ccc(-c2ccc(Cl)cc2Cl)o1
  -1.5, -3.7, -1.8, 0.2, -7.3, -16.7, nt, -4.7, -6.1, 72.0, 13.0
Cc1ccc2c(c1)[C@H]1[C@H](CO2)[C@H](c2ccccc2)[C@]2(C)C(=O)Nc3ccc(F)cc3C(=O)N12
  3.9, 0.4, 2.4, -0.8, -7.0, -8.0, nt, -5.4, 8.3, -37.8, nt
COc1ccc(N=C2SC(C(=O)Nc3ccc(OC)cc3)CC(=O)N2CCN2CCOCC2)cc1 (centres undefined)
  -6.0, -0.1, 0.4, -0.4, 9.4, -10.7, -6.1, -4.9, 6.9, 13.0, -0.1
CC(C)c1nc(NCCO)c2nnn(Cc3ccccc3)c2n1
  -8.3, 0.0, -1.3, 0.7, -21.9, -10.2, -5.4, -1.5, -0.6, 15.8, -5.6
CC1(C)Cc2ccccc2-c2nnc(SCc3ccccc3)n21
  -3.3, -2.1, 0.5, 0.0, -4.1, -14.0, -11.1, -7.1, -1.7, -11.8, 1.8
Cc1ccc(NC(=O)Cn2nnc(C(=O)NCc3ccco3)c2N)cc1
  4.6, -9.5, -2.1, 0.5, -12.0, -6.2, 0.2, -3.3, 10.3, nt, -5.3
O=C(c1ccc2ccccc2c1)N1CCN(S(=O)(=O)/C=C/c2ccccc2)CC1
  -12.7, -0.2, -0.7, 0.6, -6.0, -16.7, -16.2, -1.1, 0.7, -28.8, -6.7
CC(=O)c1ccc(S(=O)(=O)Nc2ccc(C(=O)NC3CC3)cc2)cc1
  2.2, 32.8, 0.8, -0.5, -10.3, 9.3, nt, 1.0, -0.9, 11.7, -0.7
CN(C)c1cccc(C(=O)NNC(=O)NC2CCCCC2)c1
  -7.0, 2.2, -1.8, 0.8, 11.7, -6.6, -16.0, -3.2, -3.2, 1.7, -0.4
COC(=O)/C=c1/s/c(=C(/C#N)C(=O)NCc2ccccc2)n(-c2ccccc2)c1=O
  4.1, 0.5, -3.8, 1.7, 0.5, -21.4, 7.8, -2.2, 4.2, nt, -0.6
CC1CCN(C(=O)CSc2nnc3c(n2)[nH]c2ccc(F)cc23)CC1
  -8.0, -3.9, 0.1, 0.6, 1.7, -13.7, -4.2, -3.2, 2.5, 2.2, 0.1
c1ccc(Nc2nc(-c3cccs3)cs2)nc1
  6.6, 5.8, -0.2, -0.3, 2.3, 4.2, 69.9, 0.8, -1.1, -13.3, 1.5

This is a random part of the collection; about 3.2% have a hit in one of these screens.
